# Bioassay records: PubChem BioAssay, MTDP
# RNase H inhibition – RNase H inhibition, HIV 1 Gag Pol polyprotein, FRET biochemical assay, screening (AID 372) | HIV-1 RT RNase H, FRET RNA/DNA substrate fluorescence; higher % means a stronger effect | inhibition, % at 10 µM; hits with a dose series show IC50 in µM | actives 0.77% (n = 100,000); in the data active = inhibition above about 50%
# The depositor's hits bear a star.
SMILES,RNase H inhibition
O=c1c2ccccc2nc(/C=C/c2ccc(Cl)cc2)n1-c1ccccc1O,30%
CCC1(CCC(C)C)C(=O)NC(=O)N(C(=O)c2ccc(F)cc2)C1=O (configuration not stated),3%
CCCCn1c(=O)c(C(=O)Nc2ccccc2S(N)(=O)=O)c(O)c2ccccc21,2%
COc1ccc(CCNCc2ccccn2)cc1,1%
CCCCOC(=O)C1CN1C(C)(C)C(=O)OCC (configuration not stated),5%
CCOC(=O)C1=C(N(C(C)=O)C(C)=O)c2ccccc2CC12CCCCC2,20%
CCCCCCn1c(=O)c(C(=O)Nc2ncc([N+](=O)[O-])s2)c(O)c2ccccc21,5%
COc1ccc(CN2C(=O)NC(=O)/C(=C\c3ccoc3)C2=O)cc1,23%
COc1ccc(CN2CCN(c3ccccc3C)CC2)cc1O,0%
CCc1ccc(CN2CCN(C(=O)COc3ccc4ccccc4c3)CC2)cc1,19%
COc1cccc(CN2CCN(Cc3ccc(C)cc3)CC2)c1,4%
Cc1cccc(C(=O)NC(Oc2ccccc2[N+](=O)[O-])C(Cl)(Cl)Cl)c1 (configuration not stated),21%
CCCCN=Cc1c(O)[nH]c(=O)[nH]c1=O,6%
CN(C)c1ccc(C=C2C(=O)NC(=O)NC2=O)cc1[N+](=O)[O-],6%
Cc1ccc(CN2CCN(c3cc(C)ccc3C)CC2)c(C)c1,11%
CC(=O)Nc1ccc(OC(=O)c2ccccc2N)cc1,3%
CCCCn1c(=O)c(C(=O)Nc2ccc(C(=O)OCCN(CC)CC)cc2)c(O)c2ccccc21,5%
CCCCn1c(=O)c(C(=O)NCc2ccccn2)c(O)c2ccccc21,6%
Cc1cccc(CN2CCN(CCO)CC2)c1,0%
CC(C)c1ccc(CN2CCN(c3ccccc3F)CC2)cc1,11%
C=CCN1C(=O)/C(=C/c2ccc(Cl)cc2Cl)C(=O)NC1=S,17%
COc1ccc(CN2CCN(Cc3ccc(SC)cc3)CC2)cc1,5%
COc1ccccc1-n1c(/C=C/c2ccccc2O)nc2ccccc2c1=O,13%
CCCCCn1c(=O)c(C(=O)Nc2ccccc2Cl)c(O)c2ccccc21,5%
O=[N+]([O-])c1ccc2nc(N3CCNCC3)sc2c1,10%
CSc1ccc(CN2CCN(c3ccccc3Cl)CC2)cc1,0%
Cc1ccc(CN2CCN(c3ccc(Cl)cc3)CC2)c(C)c1,15%
O=C1c2ccccc2C(=O)N1Cc1nc2ccccc2c(=O)n1-c1nccs1,8%
CCOC(=O)c1c(C)n(CCOC)c2ccc(O)cc12,0%
Cc1cc(C=C2C(=O)NC(=S)NC2=O)c(C)n1-c1cccc(F)c1,27%

# Not a retest: entries from further up.
SMILES,RNase H inhibition
O=c1c2ccccc2nc(/C=C/c2ccc(Cl)cc2)n1-c1ccccc1O,30%
CCC1(CCC(C)C)C(=O)NC(=O)N(C(=O)c2ccc(F)cc2)C1=O (configuration not stated),3%
CCCCn1c(=O)c(C(=O)Nc2ccccc2S(N)(=O)=O)c(O)c2ccccc21,2%
COc1ccc(CCNCc2ccccn2)cc1,1%
CCCCOC(=O)C1CN1C(C)(C)C(=O)OCC (configuration not stated),5%
CCOC(=O)C1=C(N(C(C)=O)C(C)=O)c2ccccc2CC12CCCCC2,20%
CCCCCCn1c(=O)c(C(=O)Nc2ncc([N+](=O)[O-])s2)c(O)c2ccccc21,5%
COc1ccc(CN2C(=O)NC(=O)/C(=C\c3ccoc3)C2=O)cc1,23%
COc1ccc(CN2CCN(c3ccccc3C)CC2)cc1O,0%
CCc1ccc(CN2CCN(C(=O)COc3ccc4ccccc4c3)CC2)cc1,19%
COc1cccc(CN2CCN(Cc3ccc(C)cc3)CC2)c1,4%
Cc1cccc(C(=O)NC(Oc2ccccc2[N+](=O)[O-])C(Cl)(Cl)Cl)c1 (configuration not stated),21%
CCCCN=Cc1c(O)[nH]c(=O)[nH]c1=O,6%
CN(C)c1ccc(C=C2C(=O)NC(=O)NC2=O)cc1[N+](=O)[O-],6%
Cc1ccc(CN2CCN(c3cc(C)ccc3C)CC2)c(C)c1,11%
CC(=O)Nc1ccc(OC(=O)c2ccccc2N)cc1,3%
CCCCn1c(=O)c(C(=O)Nc2ccc(C(=O)OCCN(CC)CC)cc2)c(O)c2ccccc21,5%
CCCCn1c(=O)c(C(=O)NCc2ccccn2)c(O)c2ccccc21,6%
Cc1cccc(CN2CCN(CCO)CC2)c1,0%
CC(C)c1ccc(CN2CCN(c3ccccc3F)CC2)cc1,11%
C=CCN1C(=O)/C(=C/c2ccc(Cl)cc2Cl)C(=O)NC1=S,17%
COc1ccc(CN2CCN(Cc3ccc(SC)cc3)CC2)cc1,5%
COc1ccccc1-n1c(/C=C/c2ccccc2O)nc2ccccc2c1=O,13%
CCCCCn1c(=O)c(C(=O)Nc2ccccc2Cl)c(O)c2ccccc21,5%
O=[N+]([O-])c1ccc2nc(N3CCNCC3)sc2c1,10%
CSc1ccc(CN2CCN(c3ccccc3Cl)CC2)cc1,0%
Cc1ccc(CN2CCN(c3ccc(Cl)cc3)CC2)c(C)c1,15%
O=C1c2ccccc2C(=O)N1Cc1nc2ccccc2c(=O)n1-c1nccs1,8%
CCOC(=O)c1c(C)n(CCOC)c2ccc(O)cc12,0%

# Additional results follow:
SMILES,RNase H inhibition
CC1(C)CN1S(=O)(=O)c1ccc(Cl)cc1 (configuration not stated),9%
COc1ccccc1OCCn1cc(C=C2C(=O)NC(=O)NC2=O)c2ccccc21,16%
CCCCSc1nc2ccccc2c(=O)n1-c1ccc(OC)cc1,24%
Cc1[nH]c2cc(S(=O)(=O)O)c(Oc3ccccc3)cc2c1CCN,0%
O=[N+]([O-])c1ccccc1CNCCc1ccccc1,15%
O=C(CCN1CCN(Cc2ccccc2)CC1)Nc1ccccc1,2%
CCOC(=O)C1=C(CC)OC(N)=C(C#N)C12C(=O)Nc1cc(Br)c(C)cc12 (configuration not stated),4%
CSc1ccc(CN2CCN(c3cccc(Cl)c3)CC2)cc1,8%
O=C1NC(=O)C(=Cc2cccn2-c2ccc(Br)cc2)C(=O)N1,50%*
CCOC(=O)c1c(-c2ccccc2)n(Cc2ccccc2)c2ccc(OC(C)=O)cc12,19%
CCCCCCC1C(=O)NC(=S)NC1=O,3%
CCN1CC2([N+](=O)[O-])CC=C(Cl)C([N+](=O)[O-])(C1)C2 (configuration not stated),2%
CCN(CC)CC(=O)Nc1ccc(Cl)cc1C(=O)c1ccccc1,0%
COc1ccc(CCNCc2ccc(Cl)cc2)cc1OC,5%
CC(=O)NCCn1nc([N+](=O)[O-])nc1[N+](=O)[O-],0%
Cc1ccc(CN2CCN(c3ccc(F)cc3)CC2)cc1,1%
COc1cccc(CN2CCN(c3cc(C)ccc3C)CC2)c1O,25%
Fc1ccc(F)c(CN2CCN(c3ccccc3)CC2)c1,14%
CCOc1ccccc1N1CCN(Cc2ccc(Cl)cc2Cl)CC1,2%
CN1C(=O)C(=Cc2ccc(N3CCCC3)c([N+](=O)[O-])c2)C(=O)N(C)C1=O,5%
O=C1C(Cl)=C(Cl)C(=O)N1c1cccc(Cl)c1,9%
O=C(c1ccc(Br)cc1)C12CN3CN(CN(C3)C1)C2,0%
c1cc(CN2CCN(C3C4CC5CC(C4)CC3C5)CC2)ccn1 (configuration not stated),8%
CC/C(=C/c1ccc(O)c(OC)c1)[N+](=O)[O-],27%
Cc1nc2ccccc2c(=O)n1-c1ccccc1O,0%
CN1CCN(c2ccc(C(F)(F)F)cc2[N+](=O)[O-])CC1,4%
O=[N+]([O-])c1ccc(C2C3C(c4ccccc4)=NC4(CCCCC4)N32)cc1 (configuration not stated),14%
COc1ccc(CNCCc2ccc(F)cc2)cc1C,7%
O=[N+]([O-])c1ccc(NCCOc2ccccc2F)c2ncccc12,8%
CC(C)N1CCN(Cc2ccc(Cl)cc2)CC1,10%
CCCCOP(=O)(CN(CCC)CCC)OCCCC,6%
CC1(C)CC(=O)C(C=NCCN2CCN(C(=O)Cc3ccccc3)CC2)=C(O)C1,0%
COc1ccc(N2CCN(Cc3ccc([N+](=O)[O-])cc3)CC2)cc1,12%
COc1cc(OC)c(OC)cc1CN1CCN(C(=O)Cc2ccccc2)CC1,5%
COc1ccc(C=C2C(=O)N(C)C(=O)N(C)C2=O)cc1,0%
O=[N+]([O-])c1cccc(C2N3CCCN23)c1 (configuration not stated),10%
CC(O)CNc1ccc([N+](=O)[O-])c2ncccc12 (configuration not stated),5%
COc1ccc(Br)cc1CN1CCN(C(C)C)CC1,3%
Cc1ccccc1N1C(=O)NC(=O)/C(=C\c2ccc3c(c2)OCO3)C1=O,6%
Cc1cc(OS(C)(=O)=O)c2c3c(c(=O)oc2c1)CCCC3,42%
Cc1ccc(N2CCN(Cc3c(Cl)cccc3Cl)CC2)cc1,8%
COc1cccc(C=C2C(=O)NC(=O)NC2=O)c1OCC(=O)O,0%
N#C/C(=C\c1cc2c(cc1Cl)OCO2)c1nn(CCO)c(N)c1C#N,4%
O=C1NC(=S)NC(=O)C1=Cc1ccc(OCc2ccc(Br)cc2)cc1,59%*
CN(C)S(=O)(=O)c1ccc(C(=O)Nc2ccc(Br)cc2C(=O)c2ccccc2)cc1,13%
Oc1c(Br)cc(Br)cc1CN1CCN(c2ccccc2)CC1,2%
C=CCn1c(O)c(C=Nc2ccc(F)cc2)c(=O)[nH]c1=O,44%
O=c1n(Cc2ccccc2)c2ccccc2n1CC1CS1 (configuration not stated),6%
O=[N+]([O-])c1ccccc1CN1CCN(c2cccc(Cl)c2)CC1,0%
CCOC(=O)C(C(=O)OCC)c1ccccc1,5%
CN1C(=O)C(C2c3c(n(C)c(=O)n(C)c3=O)Oc3ccc4ccccc4c32)C(=O)N(C)C1=O (configuration not stated),10%
c1ccc(CN2CCN(Cc3ccc4ccccc4c3)CC2)cc1,14%
O=C1NC(=S)N(c2ccccc2)C(=O)/C1=C/c1ccco1,36%
COc1ccc(OCCOc2ccc(C=C3C(=O)NC(=O)NC3=O)cc2)cc1,5%
O=C(O)CCC(=O)OC1N=C(c2ccccc2Cl)c2cc(Br)ccc2NC1=O (configuration not stated),1%
CCOc1ccc(N2C(=O)NC(=O)C(CCc3ccncc3)(CCc3ccncc3)C2=O)cc1,0%
COc1ccc(C(=O)c2ccc(N3CCNCC3)c(F)c2)cc1Br,19%
Cc1cccc(CN2CCN(C)CC2)c1,13%
CCOc1ccc(CN(CCc2ccc3c(c2)OCO3)Cc2cccc(F)c2)cc1,14%
c1ccc2c(CCNC3CC4CCC3C4)c[nH]c2c1 (configuration not stated),5%

# Next part
SMILES,RNase H inhibition
CC(C)CC(=O)NC(Oc1ccc(Cl)cc1)C(Cl)(Cl)Cl (configuration not stated),0%
CN1C(=O)NC(=O)/C(=C/c2ccc(Br)o2)C1=O,17%
CC12CCCCC1=NC(c1ccccc1)N2O (configuration not stated),27%
C=CCN1C(=O)NC(=O)/C(=C/c2ccc(O)c(O)c2)C1=O,60%*
CN(C)C(=O)Oc1ccc2ccccc2c1Br,8%
Cc1ccc(S(=O)(=O)N2CCN(/C(N)=N/[N+](=O)[O-])CC2)cc1,2%
O=C(Nc1ccc(Cl)cc1C(=O)c1ccccc1)c1ccncc1,0%

# Entries above containing a cyano group:
SMILES,RNase H inhibition
CCOC(=O)C1=C(CC)OC(N)=C(C#N)C12C(=O)Nc1cc(Br)c(C)cc12 (configuration not stated),4%
N#C/C(=C\c1cc2c(cc1Cl)OCO2)c1nn(CCO)c(N)c1C#N,4%

# Not all compounds are listed; count on the stated rates, not on these rows.
